PAFAH1B3 inh – PAFAH1B3 enzyme inhibitors, primary screen, biochemical, fluorescence polarization, human. hit rate 0.28% among 340,000. Platelet-activating factor acetylhydrolase IB subunit alpha1 (Homo sapiens), Q15102. recombinant PAFAH1B3, FP-rhodamine probe. inhibition, % at 3.39 µM. AID 492972, 2010;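 active = inhibition above the screen-wide average of all tested compounds plus 3 SD, cut at about 25% in these data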;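 note: 0% = enzyme with DMSO only and 100% = wells lacking PAFAH1B3 protein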
PAFAH2 inh – PAFAH2 enzyme inhibitors, primary screen, biochemical, fluorescence polarization, human. recombinant PAFAH2, FP-rhodamine activity probe. inhibition, % at 3.39 µM. Platelet-activating factor acetylhydrolase 2, cytoplasmic (Homo sapiens), Q99487. hit rate 0.99% among 340,000. AID 492956, 2010;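 active = inhibition above the mean over all tested compounds plus 3 SD, cut at about 30% in these data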;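 note: inhibitors block probe labeling of enzyme so polarization drops; 0% = enzyme with DMSO and 100% = wells lacking PAFAH2 protein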
PAD4 inh – human PAD4 inhibitors, primary screen, biochemical, fluorescence polarization, 1536-well format | inhibition, % at 6.36 µM | hit rate 0.41% among 330,000 | Protein-arginine deiminase type-4 (Homo sapiens), Q9UM07 | recombinant PAD4, RCA probe fluorescence polarization;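 active = percent inhibition above a cutoff equal to the mean of all tested compounds plus 3 SD, cut at about 15% in these data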;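 note: 0% = PAD4 with RCA probe and DMSO and 100% = probe without PAD4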
Target sequence (Q9UM07 whole entry, looked up): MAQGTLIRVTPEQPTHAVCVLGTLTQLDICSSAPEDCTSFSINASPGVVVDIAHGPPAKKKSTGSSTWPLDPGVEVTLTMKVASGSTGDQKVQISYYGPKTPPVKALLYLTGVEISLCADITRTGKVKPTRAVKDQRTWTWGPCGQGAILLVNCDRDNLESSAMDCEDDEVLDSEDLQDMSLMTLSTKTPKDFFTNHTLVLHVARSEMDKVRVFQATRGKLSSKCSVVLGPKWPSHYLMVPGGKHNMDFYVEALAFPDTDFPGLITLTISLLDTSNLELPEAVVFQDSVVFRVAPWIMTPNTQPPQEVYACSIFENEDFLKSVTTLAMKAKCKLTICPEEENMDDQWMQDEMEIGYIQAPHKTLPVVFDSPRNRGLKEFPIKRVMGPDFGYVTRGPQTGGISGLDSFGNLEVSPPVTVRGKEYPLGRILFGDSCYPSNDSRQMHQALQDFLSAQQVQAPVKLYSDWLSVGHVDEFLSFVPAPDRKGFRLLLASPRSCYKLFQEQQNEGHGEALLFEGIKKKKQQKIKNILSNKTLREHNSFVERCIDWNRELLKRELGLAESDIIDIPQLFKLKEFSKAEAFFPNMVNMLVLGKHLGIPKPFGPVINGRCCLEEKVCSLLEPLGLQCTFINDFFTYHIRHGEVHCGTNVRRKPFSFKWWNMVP
GSTO1 counter – inhibitors of recombinant GSTO1, primary screen, counter-screen for RBBP9 inhibitor project, biochemical, fluorescence polarization. Glutathione S-transferase omega-1 (Homo sapiens), P78417. activity-based probe fluorescence polarization. inhibition, % at 5.96 µM. hit rate 1.1% among 300,000. AID 1974, 2009;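 active = inhibition above the campaign mean inhibition plus 3 SD, cut at about 35% in these data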;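 note: 0% = GSTO1-1 with DMSO and 100% = wells lacking GSTO1-1 enzyme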
Fam108B inh – mouse Fam108B serine hydrolase inhibitors, primary screen, counter-screen for RBBP9 inhibitor project, biochemical, fluorescence polarization; AID 1947, 2009; inhibition, % at 9.51 µM; recombinant Fam108B, FP-Rh probe fluorescence polarization; hit rate 0.33% among 300,000;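 active = inhibition above the screen mean inhibition plus 3 SD, computed separately per campaign, cut at about 18% in these data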;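 note: inhibitors lower polarization as less probe binds the enzyme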
PAFAH1B2 inh – PAFAH1B2 enzyme inhibitors, primary screen, biochemical, fluorescence polarization, human | Platelet-activating factor acetylhydrolase IB subunit alpha2 (Homo sapiens), P68402 | recombinant PAFAH1B2, FP-rhodamine activity probe | inhibition, % at 3.39 µM | hit rate 1.2% among 340,000;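 active = inhibition above the mean of all tested compounds plus 3 SD, cut at about 24% in these data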;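 note: 0% = enzyme with DMSO and 100% = wells lacking PAFAH1B2; many of its hits are not listed in these tables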
PME-1 primary – PME-1 inhibitors via competitive probe labeling, primary screen, biochemical, fluorescence polarization, FP-Rh probe, HTS | AID 2130, 2009 | hit rate 0.53% among 320,000 | Protein phosphatase methylesterase 1 (Homo sapiens), Q9Y570 | recombinant PME-1 | inhibition, % at 5.9 µM;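 active = inhibition above the campaign mean of all compounds plus 3 SD, cut at about 26% in these data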;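 note: competitive labeling of PME-1 active site by serine hydrolase directed probe; 0% = PME-1 with DMSO and 100% = wells lacking PME-1 enzyme; inhibitors block probe labeling so polarization falls and inhibition rises; many of its hits are not listed in these tables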
pPAFAH FP inh – pPAFAH enzyme inhibitors, primary screen, biochemical, fluorescence polarization, human. recombinant pPAFAH, FP-rhodamine probe fluorescence polarization. Platelet-activating factor acetylhydrolase (Homo sapiens), Q13093. hit rate 1.5% among 330,000. inhibition, % at 3.39 µM;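 active = inhibition above the mean inhibition across the screen plus 3 SD, cut at about 25% in these data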;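 note: inhibitors block binding of the rhodamine activity-based probe so polarization drops; 0% = enzyme with DMSO and 100% = wells lacking pPAFAH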
LYPLA1 inh – LYPLA1 inhibitors, primary screen, counter-screen for PME1 inhibitor project, biochemical, fluorescence polarization, FP-Rh probe ABPP; AID 2174, 2009; Acyl-protein thioesterase 1 (Homo sapiens), O75608; hit rate 0.16% among 320,000; recombinant LYPLA1; inhibition, % at 5.9 µM;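 active = inhibition above the mean of all tested compounds plus 3 SD, set per campaign, cut at about 14% in these data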;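 note: inhibitors block serine hydrolase probe labeling of LYPLA1 so polarization falls; 0% = enzyme with DMSO and 100% = wells lacking LYPLA1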
Target sequence (O75608 whole entry, looked up): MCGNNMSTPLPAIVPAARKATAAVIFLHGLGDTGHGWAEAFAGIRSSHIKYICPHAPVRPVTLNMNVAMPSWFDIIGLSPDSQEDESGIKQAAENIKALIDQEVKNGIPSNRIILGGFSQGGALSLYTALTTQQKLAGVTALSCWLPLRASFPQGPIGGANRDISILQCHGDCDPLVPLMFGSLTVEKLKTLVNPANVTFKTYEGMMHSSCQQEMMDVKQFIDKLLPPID
* = called active by the depositor; x = no result given. This is a subset, so the mix of outcomes need not match the whole.

Sequence of screens: Fam108B inh, pPAFAH FP inh, PAFAH2 inh, PAFAH1B3 inh, PAD4 inh, LYPLA1 inh, GSTO1 counter, PAFAH1B2 inh, PME-1 primary
O=c1c(-c2ccccc2)c(O)c2ccccc2n1-c1ccccc1
  4, 7, 5, 4, -3, -6, -8, 1, 1
COc1ccc(N2C(=O)CC(Nc3ccc(N4CCOCC4)cc3)C2=O)c(OC)c1 (centres undefined)
  0, 11, 3, 2, 10, 1, 17, 2, -2
COc1cccc(N2CC(=O)Nc3c(oc4nc(-c5ccccc5)cc(C)c34)C2=O)c1
  0, 1, 5, 3, -2, -2, -11, 7, 2
CCCCN(C(=O)CSc1cc(C)c2ccccc2n1)c1c(N)n(Cc2ccccc2)c(=O)[nH]c1=O
  0, 4, -6, 4, 0, -1, 0, -1, 5
C[C@H](NC(=O)NC1CCCc2ccccc21)C(=O)O (some centres undefined)
  0, -4, 9, 5, 3, -3, -9, 7, 6
CN1C/C(=C/c2cccnc2)C(=O)/C(=C/c2cccnc2)C1
  0, 5, 1, -3, -3, 0, 5, 1, 3
CC(C)n1c(N2CCN(C(=O)Nc3ccc(Cl)cc3)CC2)nc2ccccc21
  -3, 2, 2, 1, 2, -2, 11, 6, -4
O=C(N/N=C\c1cc(Br)cs1)c1ccncc1
  0, -3, 6, 1, -3, 2, -9, 1, 4
CCCCN(C(=O)CC1CCCC1)c1c(N)n(CCCC)c(=O)[nH]c1=O
  x, -1, 0, 10, -4, -1, x, 4, -2
O=C(NCC1CCCO1)c1cccc(S(=O)(=O)Nc2ccc(SC(F)F)cc2)c1 (centres undefined)
  x, 34*, 5, 5, 7, 2, x, -2, 5
CCOc1ccc(NC(=O)N(CCC(C)C)C(C)c2ccco2)cc1 (centres undefined)
  2, -1, 4, 4, 3, 3, 1, 2, 5
Cc1cccc(N2CCN(S(=O)(=O)c3ccc4c(c3)n(C)c(=O)c(=O)n4C)CC2C)c1 (centres undefined)
  6, -1, 5, 6, -2, 1, 7, 1, -5
CCN(CC)S(=O)(=O)c1ccc(N2CCOCC2)c(NS(=O)(=O)c2ccc(C(C)C)cc2)c1
  -2, 6, 1, 11, 1, 1, -2, 7, 14
CCOc1ccc(S(=O)(=O)N(CC(=O)N2CCc3ccccc32)Cc2ccco2)cc1
  -4, 6, 7, 2, 0, 4, 5, 1, 4
O=C(c1cc(-c2ccccc2Cl)nc2ccccc12)N1CCC1
  0, 3, -1, -1, -5, 3, 5, -4, 3
Cc1ccc(CN2C(=O)CNC2=S)cc1
  5, 6, -2, 6, -2, 1, 8, 3, -2
Cc1ncc([N+](=O)[O-])n1Cc1cccc(F)c1
  -3, -11, -4, 4, 3, -7, 6, 4, -4
COc1ccc(-c2csc(NC(=O)c3ccccc3F)n2)cc1
  -6, 1, -7, 11, 0, -1, -3, -2, -3
COc1ccc(S(=O)(=O)N2CCCCC2)cc1NC(=S)Nc1ccccc1
  -5, 3, -2, 13, 0, -8, -6, -2, 2
COc1cccc(/C=N/Nc2nnc(C)n2N)c1O
  -1, 2, 8, 6, 39*, 0, 41*, 1, -3
CCOCC(=O)N1CCCC(C(=O)OCC)C1 (centres undefined)
  -5, -4, 5, 4, -1, 1, 13, 5, -3
CCCc1nc2ccc(NC(=O)NCCC(=O)OCC)cc2c(=O)n1Cc1ccc(Cl)cc1
  -5, 6, -3, -7, -2, -10, -4, 2, 2
COc1ccc2cc(/C=N/NC(=O)c3c(Cl)cnn3C)c(Cl)nc2c1
  -1, 4, 2, -4, -1, 1, -3, 1, 0
CC(C)[C@H](NS(=O)(=O)c1ccc2c(c1)OCCO2)C(=O)OCC(=O)Nc1ccccc1Cl
  -2, 5, 2, 2, 1, 2, 1, 3, 7
CCOc1ccc(Br)cc1S(=O)(=O)NCCN1CCCC1
  -2, 2, -7, 3, -1, 2, 2, 6, 3
CCC1C(=O)NCCN1C(=O)c1ccccc1OC1CCN(S(C)(=O)=O)CC1 (centres undefined)
  -2, 6, 0, -4, 5, -1, 6, -1, 4
Cc1ccc(C(=O)N/N=C\c2ccc[nH]2)cc1[N+](=O)[O-]
  2, 7, 2, 0, -4, 2, -5, 8, 5
O=C(Nc1ccccc1OC(F)F)c1ccc(S(=O)(=O)N2CCCC2)cc1
  x, -1, 1, 1, -3, 0, x, 2, 4
O=C(Nc1ccc(F)cc1)Nc1cccnc1Cl
  -4, 3, -4, -2, -2, 3, 1, -1, -6
CN(NC(=O)c1ccco1)c1nc2ccccc2nc1C(F)(F)F
  -2, 4, 4, 11, 0, 3, -3, 3, -6
O=C(NC(NCc1cccnc1)C(Cl)(Cl)Cl)c1cccc2ccccc12 (centres undefined)
  -3, 5, 2, 1, -3, -2, 3, 5, -1
Nc1c(C(=O)c2ccccc2)sc2nsc(SCCN3CCOCC3)c12
  -2, 14, x, x, 2, 1, -16, x, 8
Nc1c(S(=O)(=O)c2cccs2)c2nc3ccccc3nc2n1Cc1cccs1
  -5, 1, -25, 3, -8, -14, 1, 1, -1
Cc1ccccc1CCNC(=O)CCn1ccc2cc(S(=O)(=O)N3CCCC3)ccc21
  -4, 6, 10, 9, -1, -4, 0, 2, 6
CC(=O)N1CCN(C(=O)COc2ccccc2C(=O)Nc2ccccc2)CC1
  0, 3, -2, 0, 1, 5, 0, 3, 1
COC(=O)C1C2C=CC(C3CC23)C1C(=O)OCC(=O)c1ccccc1 (centres undefined)
  1, 3, -2, 0, -4, -4, -2, 2, -4
OCC1(CCc2ccccc2)CCN(Cc2ccc3nsnc3c2)CC1
  -5, 1, 4, -2, 0, 6, 0, 6, 0
C=CCSc1nnc2c(n1)OC(c1cccnc1)Nc1ccccc1-2 (centres undefined)
  -1, 2, 0, 4, 0, 2, -1, 0, 1
Cc1ccc2c(c1)C(c1ccc(F)cc1)N(C(=O)C1CC1)CC(=O)N2 (centres undefined)
  2, 2, 3, 4, -2, -2, 5, 8, -1
CCCCNC(=O)c1ccc2c(c1)ncn2C1CCCC1
  -1, 1, -4, 6, -2, 2, 7, 4, 2
CCOC(=O)N1CCN(C(=O)Cc2ccsc2)CC1
  -5, -4, -1, -1, 3, -2, -2, 7, -5
CCOc1ccccc1N1CCN(C(=O)Nc2ccc(Cl)c(Cl)c2)CC1
  3, 3, x, x, 5, -3, 2, x, -1
COc1cc2c(-c3ccc4cc[nH]c4c3)c(-c3ccc(C#N)cc3)oc(=O)c2cc1OC
  x, -1, -3, -4, 3, -10, x, -3, -23
C=CCn1c(-c2ccc(Cl)cc2)c[nH]c1=S
  1, 9, 0, 6, -7, 1, -1, 1, 4
CCCCC(CC)CNC(=O)C1CCCN(S(=O)(=O)c2cnc[nH]2)C1 (centres undefined)
  2, -2, 5, 6, 3, -1, 4, 23, -3
O=C(CC(=O)c1ccccc1)Nc1ccc(Cl)cc1
  -3, -36, 0, 1, 2, -18, -9, -1, -21
Cc1cc(C(=O)O)cc(S(=O)(=O)Nc2c(C)nn(C)c2C)c1C
  x, -3, -3, 12, -1, x, x, 0, x
O=C(Nc1cc(Cl)ccc1-n1cncn1)c1cc(F)c(F)c(F)c1F
  -2, 3, 3, -2, -4, 3, -7, 2, 4
O=C(Nc1ccccc1F)c1c[nH]c(=O)[nH]c1=O
  6, 1, 3, 5, -2, 1, -3, 1, -7
CCn1cc(C(=O)NCCCO)c(=O)c2cc(F)c(N3CCN(C)CC3)cc21
  2, 2, -1, 3, 0, 1, 3, -2, -2

Next section:
Sequence of screens: Fam108B inh, pPAFAH FP inh, PAFAH2 inh, PAFAH1B3 inh, PAD4 inh, LYPLA1 inh, GSTO1 counter, PAFAH1B2 inh, PME-1 primary
COc1cccc(NC(=O)COc2ccc(C(=O)N3CCN(C)CC3)cc2)c1
  -1, 0, -4, 5, 2, 3, 3, -5, -1
O=C(COC(=O)c1ccccc1NC(=O)c1ccco1)NC1CCCCC1
  -1, -2, 3, 2, -1, -2, 6, 0, -1
O=[N+]([O-])c1cc(C(F)(F)F)ccc1Sc1ccc2ccccc2n1
  -3, -1, 4, -5, 4, -2, -4, -2, -4
N#Cc1ccc(-c2ccccc2)nc1SCC(=O)c1cc2ccccc2oc1=O
  -38, 7, -23, -11, -7, -14, -6, -9, -14
COc1ccc(NC(=S)Nc2cc(C)ccn2)c(OC)c1
  -5, 6, 3, 11, 1, -1, 8, 0, 4
CCCn1cc(SCC(=O)Nc2cc(C)on2)c2ccccc21
  1, 3, 5, 2, 11, 1, 2, 0, 8
O=C(CSCc1ccc(Cl)cc1)Nc1ccc(S(=O)(=O)N2CCOCC2)cc1
  -2, 0, -6, 1, 1, -1, -12, 15, 4
CC(=O)Nc1ccc(OCc2cccc3ccccc23)cc1
  1, -2, 8, 16, -7, -2, -5, -3, 8
CNC(=O)c1ccc(NC(=O)c2cccc(C(F)(F)F)c2)cc1
  -1, 3, 2, 9, -2, -4, -1, 1, -4
CCS(=O)(=O)c1nc(S(=O)(=O)c2ccc(C)cc2)c(NCCCN(C)C)s1
  1, 3, 5, -2, -3, 1, 0, 3, 2
CN(C(=O)Cn1cc(C(F)(F)F)ccc1=O)c1c(N)n(Cc2ccccc2)c(=O)[nH]c1=O
  -5, 4, 5, 5, 0, -3, 4, 7, -6
CCN1CCN(c2cc(C)c3cc(NC(=S)N(C)Cc4ccccc4)ccc3n2)CC1
  6, 6, 2, 6, -1, -1, -1, 8, 7
CCc1ccc(NC(=O)C2CCCN(S(=O)(=O)c3cccs3)C2)cc1 (centres undefined)
  -6, 9, -3, -5, 1, -2, 3, 0, 8
Cc1c(C)[n+](=O)c(-c2cccs2)c(C)n1[O-]
  -1, 7, -2, 13, 0, 3, 3, 6, 2
c1ccc(Cc2cc[n+](Cc3ccccn3)cc2)cc1
  1, 3, 1, 4, 0, 2, 1, -1, 3
